Screens: PubChem BioAssay, National Center for Advancing Translational Sciences (NCATS)
Pol eta inh: blocks human DNA polymerase eta activity; Q9Y253; recombinant Pol eta, fluorescent DNA replication assay; Potency, µM (titrated, usually from 114 µM), inactives show at the highest dose activity change, negative = inhibition, usual class: inhibitors; 390,000 tested, 1.2% active; AID 588591; note: % is set by controls: 0 for no effect and ±100 for the full control effect
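Pol eta (10 nM) was preincubated with compounds for 15 min at room temperature, after which fluorescent replication substrate (50 nM final) was added to start the reaction. Fluorescence was read kinetically at 0 and 10 min.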
G9a inh: G9a (human) methyltransferase inhibition; Q96KQ7; 350,000 tested, 8.8% active; G9a H3K9 monomethylation, AlphaScreen, 2 h; Potency, µM (series often up to 102 µM), inactives show top-dose activity, negative = inhibition, hits mostly inhibitors; note: % is set by controls: 0 for no effect and ±100 for the full control effect; nearly all actives have a fitted effect of over 75% in size
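Quantitative HTS format: methyltransferase activity on a biotin-tagged H3K9 peptide is measured by AlphaScreen, using a rabbit anti-monomethyl-H3K9 antibody with streptavidin donor and anti-IgG acceptor beads. Final levels are 20 nM enzyme, 500 nM peptide, 20 uM SAM; 2 h RT.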
Pol iota inh: blocks human DNA polymerase iota activity; Q9UNA4; Pol iota fluorescent replication assay, 10 min; Potency, µM (series often up to 115 µM), for the others: at the top dose activity, negative = inhibition, usual class: inhibitors; 390,000 tested, 1% active; AID 588590
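Pol iota at 10 nM preincubated 15 min with compounds at room temperature; reaction started with fluorescent substrate, 50 nM final. Fluorescence read kinetically at 0 and 10 min; buffer-only wells as negative control.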
POLK inh: blocks human DNA polymerase kappa activity | Q9UBT6 | 400,000 tested, 0.53% active | Potency, µM (doses to about 107 µM), inactives show top-dose activity, negative = inhibition, hits mostly inhibitors | purified Pol kappa, fluorescent DNA synthesis assay, 10 min; note: % is set by controls: 0 for no effect and ±100 for the full control effect
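Inhibition of 10 nM Pol kappa is measured by a fluorescent read-out at 0 and 10 min following addition of 50 nM substrate (final), with a 15-min room-temperature compound preincubation.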
BLM helicase inh: Bloom syndrome helicase (human) inhibition; Potency, µM (titrated, usually from 56.1 µM), for the others: at the top dose activity change, negative = inhibition, hits mostly inhibitors; P54132; 350,000 tested, 0.2% active; recombinant BLM DNA unwinding, fluorescence dequenching; AID 2528;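 note: plate controls were vehicle for no effect and no enzyme for full effect; nearly all actives have a fitted effect of over 35% in size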
Target sequence (P54132 whole entry, looked up): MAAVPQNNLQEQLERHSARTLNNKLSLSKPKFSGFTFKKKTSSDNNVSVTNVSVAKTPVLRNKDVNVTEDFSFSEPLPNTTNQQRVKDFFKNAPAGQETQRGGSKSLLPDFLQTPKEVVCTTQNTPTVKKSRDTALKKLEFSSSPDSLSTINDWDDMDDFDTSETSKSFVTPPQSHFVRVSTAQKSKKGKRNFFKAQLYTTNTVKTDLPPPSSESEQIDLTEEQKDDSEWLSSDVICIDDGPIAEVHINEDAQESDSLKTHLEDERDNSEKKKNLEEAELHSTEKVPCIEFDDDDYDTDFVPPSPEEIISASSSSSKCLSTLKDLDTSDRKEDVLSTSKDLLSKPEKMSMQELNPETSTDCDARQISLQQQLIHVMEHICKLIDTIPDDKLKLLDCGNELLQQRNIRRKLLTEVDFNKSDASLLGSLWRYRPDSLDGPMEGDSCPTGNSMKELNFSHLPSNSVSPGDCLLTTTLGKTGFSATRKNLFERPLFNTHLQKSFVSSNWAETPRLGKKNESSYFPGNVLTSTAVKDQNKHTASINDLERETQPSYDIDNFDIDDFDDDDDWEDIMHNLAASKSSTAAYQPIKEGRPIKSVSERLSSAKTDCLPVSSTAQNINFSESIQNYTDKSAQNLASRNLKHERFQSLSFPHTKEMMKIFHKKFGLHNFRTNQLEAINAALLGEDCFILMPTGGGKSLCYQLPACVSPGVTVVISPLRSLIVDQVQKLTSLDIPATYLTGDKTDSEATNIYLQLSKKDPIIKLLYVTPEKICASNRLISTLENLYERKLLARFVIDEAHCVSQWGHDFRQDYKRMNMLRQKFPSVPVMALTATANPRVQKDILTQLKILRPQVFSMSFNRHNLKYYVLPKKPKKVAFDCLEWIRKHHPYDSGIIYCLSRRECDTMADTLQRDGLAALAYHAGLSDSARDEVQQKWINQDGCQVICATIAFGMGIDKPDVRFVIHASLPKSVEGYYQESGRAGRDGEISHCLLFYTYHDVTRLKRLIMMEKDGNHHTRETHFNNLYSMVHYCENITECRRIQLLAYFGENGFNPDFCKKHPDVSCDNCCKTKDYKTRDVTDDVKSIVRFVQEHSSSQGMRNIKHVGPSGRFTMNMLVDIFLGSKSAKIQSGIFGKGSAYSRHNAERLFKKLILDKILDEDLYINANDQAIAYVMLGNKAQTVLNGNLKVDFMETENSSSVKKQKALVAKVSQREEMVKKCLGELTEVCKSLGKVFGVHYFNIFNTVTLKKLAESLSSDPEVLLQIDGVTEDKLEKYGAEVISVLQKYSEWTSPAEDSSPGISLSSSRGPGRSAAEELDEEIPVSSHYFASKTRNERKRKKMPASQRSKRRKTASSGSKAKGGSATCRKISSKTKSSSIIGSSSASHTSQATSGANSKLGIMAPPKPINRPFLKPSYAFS
BAZ2B inh: inhibitors of human BAZ2B bromodomain; AID 504333; AlphaScreen BAZ2B-H3K14Ac peptide displacement; Q9UIF8; Potency, µM (highest dose often 114 µM), without a hit: top-dose activity change, negative = inhibition, hits mostly inhibitors; 360,000 tested, 4.4% active; note: % is set by controls: 0 for no effect and ±100 for the full control effect; nearly all actives have a fitted effect of over 60% in size
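BAZ2B (50 nM) with biotin-H3(5-23)K14Ac peptide (50 nM) in PBS pH 7.4, 0.01% Tween-20, preformed 30 min, then compound 30 min at room temperature; top concentration 110uM. AlphaScreen streptavidin donor/nickel chelate acceptor beads (10 ug/mL final), 20 min dark, signal read.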
Anesthetic bind: binds horse apoferritin like a general anesthetic. P02791. apoferritin/1-aminoanthracene competitive binding, fluorescence. Potency, µM (doses to about 77.5 µM), for inactives: top-dose activity change, negative = displacement, hits mostly inhibitors. 350,000 tested, 0.074% active. AID 485281; note: % is set by controls: 0 for no effect and ±100 for the full control effect; nearly all actives have a fitted effect of over 20% in size
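Apoferritin-based anesthetic binding model; compound displacement of fluorescent 1-AMA measured as endpoint fluorescence after 10 minutes at room temperature, scaled to free-ligand and complex controls.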
POLB inh: inhibitors of human DNA polymerase beta | P06746 | Pol beta primer extension/strand displacement, fluorescence kinetic | Potency, µM (doses to about 114 µM), for the others: top-dose activity change, negative = inhibition, hits mostly inhibitors | 340,000 tested, 1.3% active; note: % is set by controls: 0 for no effect and ±100 for the full control effect
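Enzyme-only controls used 10 nM Pol beta; buffer lacking enzyme served as negative control. Compound preincubated 15 min, then 50 nM substrate added; 0 and 10 min reads at room temperature.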
APEX1 inh: APE1 (human) endonuclease inhibition. P27695. recombinant APE1, TAMRA/BHQ-2 abasic DNA cleavage fluorescence. Potency, µM (highest dose often 65.8 µM), inactives show top-dose activity change, negative = inhibition, most hits filed as inhibitors. 350,000 tested, 0.35% active. AID 2517;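 note: plate controls were vehicle for no effect and reference inhibitor for full effect; nearly all actives have a fitted effect of over 55% in size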
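Compound pre-exposure to 0.75 nM APE1, 15 min at ambient temperature. Reaction initiated with 50 nM TAMRA/BHQ-2 THF substrate, read immediately in kinetic mode, 525 nm excitation, 598 nm emission.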
* hit, by the source's call; ? = inconclusive; . = no result given; & = joins results of further samples; [ ] = dose if it differs, or a comment. Calls come from the whole dose curve; as a rule, active = well fitted curve in the direction sought with a large enough effect; inconclusive = small, poorly fitted or top-dose-only effect, or another doubt; inactive = no such curve, though single readings can be large; an effect the other way counts as inactive or inconclusive. Potency is the fitted concentration of half-maximal effect.

SMILES	Pol eta inh	G9a inh	Pol iota inh	POLK inh	BLM helicase inh	BAZ2B inh	Anesthetic bind	POLB inh	APEX1 inh
COc1cccc(-c2nnc(SCC(=O)Nc3ccc(S(N)(=O)=O)cc3)n2C)c1	?	-31%	?	-11%	0%	-1%	-12%	23%	-6%
O=C(c1ccco1)N1CCN=C1SCc1ccc(F)cc1	-16%	8%[59 µM]	0%	-6%	3%	9%	0%	1%	-5%
CCC(=O)NCCc1nc2cc(NC(=O)c3ccccc3OC)ccc2n1C	-6%	33%[12.7 µM]	3%	-8%	-3%	4%	-9%	3%	0%
CC[C@@](C)(NS(=O)(=O)OCC(Cl)(Cl)Cl)c1ccccc1	?	13%	16%	-4%	-6%	-3%	-22%	-2%	1%
COc1ccc(CNC(=S)Nc2ccc(OC)cc2)cc1	-9%	23%[59 µM]	9%	-18%	-2%	-10%	-16%	14%	1%
COc1cc(CNCCN(C)C)c(Br)cc1OCC(=O)NCc1ccccc1	-6%	1%[59 µM]	17%	-13%	-1%	-5%	-9%	2%	-1%
Cn1c(=O)c2c(nc(Oc3ccc4c(c3)OCO4)n2Cc2ccc(F)cc2)n(C)c1=O	-4%	14%[59 µM]	17%	-8%	-3%	-7%	4%	12%	11%
CCN(CC1CCCO1)C(=O)c1cc(COc2ccccc2SC)on1 (stereo not drawn)	-3%	-21%[12.7 µM]	0%	-8%	-9%	-27%	-19%	1%	-3%
CCO[C@@H]1OC(C(=O)N2CCOCC2)=C[C@H](c2ccccc2)[C@H]1CCCO	-2%	-29%[59 µM]	21%	10%	-3%	-31%	3%	11%	-4%
COc1ccc(OC)c(C2CC(=O)C3=C(C2)NC(=O)CC3c2ccc(O)c(OC)c2)c1 (stereo not drawn)	-10%	-1%[2.33 µM]	2%	-13%	0%	?	-11%	25%	11%
CN(C/C=C\c1ccccc1)Cc1cccc2ccccc12	.	-4%[12.7 µM]	.	-9%[12 µM]	-6%[21.4 µM]	.	-4%[29.3 µM]	.	.
CN(C)C(=O)C1(c2ccccc2)CCN(S(=O)(=O)c2ccccc2)CC1	-12%	-6%[12.7 µM]	-6%	-14%	-7%	2%	-5%	-10%	2%
COc1ccccc1N1CCN(S(=O)(=O)c2ccc3c(c2)NC(=O)CS3)CC1	-13%	5%	-4%	1%	-2%	?	0%	7%	22%
COc1cc(C(=O)N(C)CCOc2ccccc2)ccc1OCC(=O)Nc1cccc(C(F)(F)F)c1	-23%	0%[59 µM]	36%[activator]	-7%	.	7%	.	.	1%
CS(=O)(=O)Nc1cccc(-c2cc(NCc3cccs3)ncn2)c1	.	-38%[0.501 µM]	.	4%[60.1 µM]	0%	.	.	.	?
Cc1cccc(N(Cc2ccccc2F)S(C)(=O)=O)c1	-12%	?	1%	-11%	-2%	3%	?	17%	0%
COc1cc(CN2CCC(C(=O)N3CCN(c4ccccc4F)CC3)CC2)ccc1O	-3%	14µM*	11%	-15%	0%	56µM*	-22%	3%	6%
COc1ccc(NC(=O)CN2C(=O)NC3(CCCC3)C2=O)c(OC)c1	0%	42%	32%[activator]	-5%	-2%	-2%	-10%	42%	5%
NC(=O)c1cc(C(=O)Cc2ccccc2)c[nH]1	-7%	-5%[2.33 µM]	52%[activator]	0%	-1%	1%	6%	-1%	2%
O=C(NCc1ccc2c(c1)CCN2C(=O)c1ccccc1)c1ccco1	-16%	4%[59 µM]	-1%	-6%[60.1 µM]	0%	-3%	-9%	42%	.
CC1CCN(C(=O)c2ccc(SCc3ccccc3F)c([N+](=O)[O-])c2)CC1	?	28µM*	121%[activator]	-7%	-2%	-38%	-10%	4%	11%
O=C(NCCOc1ccccc1Cl)C(=O)c1c[nH]c2ccccc12	-8%	-1%	154%[activator]	-21%	-16%	?	-22%	2%	13%
COc1cc(OC)cc(C(=O)Nc2c(C)nn(-c3ccccc3)c2C)c1	-11%	?	15%	3%	0%	?	-7%	14%	-1%
COC(=O)/C(=C/c1ccccc1)NC(=O)c1ccco1	-4%	-6%[59 µM]	19%	-2%	-2%	1%	-16%	?	-1%
COc1cc(C(=S)N2CCN(C(c3ccccc3)c3ccccc3)CC2)cc(OC)c1O	-18%	7.9µM*	15%	-4%	-19%	40µM*	-13%	-8%	9%
CC(C)CCNC(=O)NC(=O)COc1ncnc2sccc12	-16%	-28%	35%[activator]	-4%	1%	0%	-17%	4%	-5%
CN(C)S(=O)(=O)Nc1ccc2c(c1)Cc1ccccc1-2	-15%	-38%[12.7 µM]	33%[activator]	1%	-4%	-27%	?	-11%	-5%
COC(=O)C1=CN(c2cccc(C)c2)C=C(C(=O)OC)C1c1cc(OC)c(O)c([N+](=O)[O-])c1	?	13µM*	-14%	-7%	-13%	28µM*	-23%	?	-2%
Cn1c(=O)c2c(n(Cc3ccccc3)c1=O)NC(=O)C2CC(=O)O (stereo not drawn)	?	45µM*	?	-25%	-1%	-4%	-1%	1%	1%
CCOC(=O)C1(CCc2ccccc2)CCN(Cc2nccn2CC)CC1	-18%	-11%	30%	-1%	-4%	-32%	-9%	7%	0%

Reprinted from the listing, 4 compounds:
SMILES	Pol eta inh	G9a inh	Pol iota inh	POLK inh	BLM helicase inh	BAZ2B inh	Anesthetic bind	POLB inh	APEX1 inh
COC(=O)/C(=C/c1ccccc1)NC(=O)c1ccco1	-4%	-6%[59 µM]	19%	-2%	-2%	1%	-16%	?	-1%
COc1cc(C(=S)N2CCN(C(c3ccccc3)c3ccccc3)CC2)cc(OC)c1O	-18%	7.9µM*	15%	-4%	-19%	40µM*	-13%	-8%	9%
CC(C)CCNC(=O)NC(=O)COc1ncnc2sccc12	-16%	-28%	35%[activator]	-4%	1%	0%	-17%	4%	-5%
CN(C)S(=O)(=O)Nc1ccc2c(c1)Cc1ccccc1-2	-15%	-38%[12.7 µM]	33%[activator]	1%	-4%	-27%	?	-11%	-5%

New compounds follow.
SMILES	Pol eta inh	G9a inh	Pol iota inh	POLK inh	BLM helicase inh	BAZ2B inh	Anesthetic bind	POLB inh	APEX1 inh
CCCCNC(=O)NS(=O)(=O)c1ccc(C(=O)OC)o1	-3%	-18%[12.7 µM]	0%	-2%	3%	-23%	-12%	1%	-2%
Cc1ccc(S(=O)(=O)N2CCc3cc4c(cc3C2C)OCCCO4)cc1 (stereo not drawn)	5%	1%[0.0925 µM]	10%	-11%	-7%	1%	48%[activator]	11%	-10%
COc1ccc(NC(=O)CSc2nnnn2-c2ccc(F)cc2)cc1	-10%	12%	-14%	-4%	-2%	-11%	-8%	0%	26%
Cc1cc(C)n2cc(CSc3ccc(Br)cc3)nc2n1	-9%	-16%	67%[activator]	-7%	-4%	?	?	-3%	5%
Cc1cccc(OCc2n[nH]c(=S)n2Cc2ccccc2)c1	1%	18µM*	-10%	-11%	-6%	-26%	-11%	1%	-4%
CCCCC1NC(C(=O)O)CS1 (stereo not drawn)	-8%	5µM*	126%[activator]	2%	4%	50µM*	2%	-29%	-1%
Cc1ccc(N(C)S(=O)(=O)c2c(C)noc2/C=C/N(C)C)cc1	-13%	-18%	15%	-9%	-4%	?	-5%	-1%	28%
COC(=O)C(CC(C)C)NC(=O)c1ccc(F)cc1 (stereo not drawn)	8%	-1%[59 µM]	-11%	-9%	-2%	10%	-11%	11%	-1%
COc1cc(/C=N/NC2=NS(=O)(=O)c3ccccc32)ccc1OC(C)=O	-16%	28%	96%[activator]	2%	-6%	4%	-4%	-5%	12%
CCn1c(SCC(=O)Nc2cccc(C)c2)nc2ccccc2c1=O	-10%	20%	-3%	-15%	-6%	4%	-11%	-3%	34%
COc1ccc(NC(=O)CN2C(=O)NC(C)(C3CC3)C2=O)c(OC)c1 (stereo not drawn)	-6%	-10%[59 µM]	4%	-3%	.	9%	.	.	-9%
COc1ccc(NC2=Nc3ccccc3CC2)cc1	4%	-5%[12.7 µM]	7%	-1%	2%	-1%	-6%	5%	-2%
Cn1c(=O)n(C/C=C/c2ccccc2)c(=O)c2c1nc1n2CCN1c1ccc(Cl)cc1	-6%	-18%[59 µM]	35%[activator]	1%	4%	-10%	-15%	1%	.
CC1CCCCC1NC(=O)c1ccc(S(=O)(=O)N2CCCC2)cc1 (stereo not drawn)	-13%	20%[12.7 µM]	-7%	-8%	-1%	-3%	-24%	-3%	1%
CC(OC(=O)CCCNC(=O)c1ccc(Cl)cc1)C(=O)N(C)Cc1ccccc1 (stereo not drawn)	-12%	.	-8%	1%	-1%	-10%	-12%	0%	0%
CC1=CC2=NC(=O)/C(=C\c3cc(C)n(-c4cccc(Cl)c4)c3C)C(=N)N2O1	-5%	0%	124%[activator]	-20%	1%	12%	-11%	4%	-3%
CN(C)/C=C1\Cc2ccccc2C1=O	4%	-38%	-21%[58.9 µM]	-2%	-3%	-16%	-1%	5%	1%
O=C(NCC(=O)N1CCN(Cc2ccccc2)CC1)c1ccc(Br)o1	-7%	9%	32%	4%	-3%	-15%	-7%	2%	36%
COc1ccc(Cl)cc1-c1n[nH]c(=S)n1C	-19%	7.9µM*	-8%	-5%	5%	24%	-5%	29%	7%
Cc1ccc(SC[C@H](Cc2ccccc2)N2CCN(CC(C)C)CCC2=O)cc1	-27%	4%[12.7 µM]	54%[activator]	6%	-8%	19%	-8%	-27%	-1%
CC(Sc1ncccn1)C(=O)NC1(C#N)CCCCC1 (stereo not drawn)	-11%	4%[59 µM]	-5%	-13%	.	-2%	.	.	11%
Cc1ccc(Cn2c(=O)n(-c3ccc(C)c(C)c3)c(=O)c3c(C)c(C)sc32)cc1	-7%	16%[59 µM]	9%	-2%	-2%	29%	-12%	2%	.
Cc1ccc(Nc2c([N+](=O)[O-])cc(C(=O)N3CC(=O)Nc4ccccc43)cc2[N+](=O)[O-])c(C)c1	2%	?	3%	-3%	-5%	?	?	8%	11%
CCOC(=O)c1cc2c(=O)n3cccc(C)c3nc2n(Cc2ccco2)c1=NC(=O)c1ccccc1	?	13%	?	-4%&-4%	-6%	-10%	-7%	15%	-5%

Limited to BLM helicase inh, for some of the entries so far:
smiles | BLM helicase inh
CCOC(=O)c1cc2c(=O)n3cccc(C)c3nc2n(Cc2ccco2)c1=NC(=O)c1ccccc1 | -6%
COc1ccc(Cl)cc1-c1n[nH]c(=S)n1C | 5%

These rows are one share of the data; count on the stated rates, not on these rows.
